esBAF inh – Bmi1 luciferase reporter increase in mESCs, primary screen, esBAF inhibitor project, mouse ES cells, Bmi1 luciferase knock-in, single point | AID 602393, 2012 | hit rate 2% among 350,000 | reporter increase, % at 12.5 µM | 24 h; 100% = twice the neutral-well signal; in the data active = activation above about 40%;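 also: 0% = median of the plate's neutral control wells and 100% = double that signal; a rise in the Bmi1 reporter signal indicates esBAF inhibition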
XiGFP reactiv – activators of inactive X chromosome reactivation, primary screen, imaging, XiGFP fibroblasts, GFP high-content imaging, set 2; XiGFP mouse fibroblasts, % GFP-positive cells imaging, 3 d; cells co-treated with 5-aza-dC sensitizer; scaled so ellipticine positive control = 100%; hit rate 0.055% among 360,000; activation, % at 7.58 µM; AID 743238, 2013;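 active = mean normalized replicate activation at least 10% and every replicate at or above 10%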;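 also: 0% = median of on-plate neutral control wells and 100% = ellipticine 6 µM median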
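Material: XiGFP fibroblasts, SV40-immortalized. Buffer or medium: DMEM plus 5-aza-dC sensitizer. Compound: single concentration per compound, delivered by pin transfer. Times: 3 days compound exposure. Controls: ellipticine 6 µM.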
ERAP1 inh – human ERAP1 aminopeptidase inhibitors, primary screen, biochemical, single point, plate reader; Endoplasmic reticulum aminopeptidase 1 (Homo sapiens), Q9NZ08; recombinant ERAP1, Leu-AMC fluorescence, 60 min; inhibition, % at 10.7 µM; hit rate 0.15% among 340,000;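 active = mean replicate inhibition of at least 30%, or all replicates individually reaching that 30% level; inactive = mean below 30% and not every replicate reaching it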;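 also: 0% = neutral control wells and 100% = L-leucinethiol positive control wells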
ARNT-TACC3 inh – disruptors of ARNT/TACC3 protein interaction, primary screen, biochemical, AlphaScreen, single concentration | hit rate 0.66% among 390,000 | Transforming acidic coiled-coil-containing protein 3 (Homo sapiens), Q9Y6A5 | AlphaScreen His-ARNT PAS-B/GST-TACC3 binding, luminescence; TACC3 fragment carries E629A point mutation | AID 623870, 2012 | inhibition, % at 9.99 µM;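 active = mean inhibition of replicates at least 50% and at least half of replicates each reaching 50%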;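 also: 0% = complete ARNT plus TACC3 wells and 100% = ARNT alone without TACC3; many hits fall short of the cut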
RAD54 branch – inhibitors of human RAD54 branch migration, primary screen, biochemical, fluorescence, single point. DNA repair and recombination protein RAD54-like (Homo sapiens), Q92698. RAD54 Holliday junction branch migration, FAM/BHQ fluorescence. hit rate 0.14% among 360,000. inhibition, % at 10.4 µM;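 active = mean normalized replicate activity at least 40 and at least half of replicates scoring 40 or more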;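 also: 0% = median of neutral control wells and 100% = median of positive control wells; inhibitors cause a drop in the FAM fluorescence signal; in these data hits start at about 50%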
Target sequence (Q92698 whole entry, looked up): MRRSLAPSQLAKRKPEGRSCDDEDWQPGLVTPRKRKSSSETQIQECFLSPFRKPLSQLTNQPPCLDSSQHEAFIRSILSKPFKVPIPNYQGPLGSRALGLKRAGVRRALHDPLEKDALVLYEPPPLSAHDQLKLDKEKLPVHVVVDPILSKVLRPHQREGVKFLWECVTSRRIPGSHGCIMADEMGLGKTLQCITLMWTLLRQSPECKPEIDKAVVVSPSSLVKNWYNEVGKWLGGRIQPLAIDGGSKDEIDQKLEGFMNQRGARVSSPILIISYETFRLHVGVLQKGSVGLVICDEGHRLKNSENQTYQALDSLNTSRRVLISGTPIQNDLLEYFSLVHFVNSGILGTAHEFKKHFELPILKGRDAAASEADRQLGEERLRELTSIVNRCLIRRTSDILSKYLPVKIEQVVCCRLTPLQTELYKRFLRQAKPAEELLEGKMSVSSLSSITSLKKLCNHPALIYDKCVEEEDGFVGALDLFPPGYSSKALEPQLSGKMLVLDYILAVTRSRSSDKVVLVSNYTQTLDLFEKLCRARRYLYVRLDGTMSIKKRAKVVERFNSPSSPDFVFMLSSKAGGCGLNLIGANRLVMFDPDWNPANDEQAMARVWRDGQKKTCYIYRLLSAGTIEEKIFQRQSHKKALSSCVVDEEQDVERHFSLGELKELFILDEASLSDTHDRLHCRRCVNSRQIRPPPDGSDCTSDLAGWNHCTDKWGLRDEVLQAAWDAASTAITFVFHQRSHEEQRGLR
RAD52 inh – RAD52 DNA annealing inhibitors, primary screen, biochemical, FRET, single point, set 2. hit rate 0.46% among 360,000. inhibition, % at 18.7 µM. recombinant RAD52 DNA annealing, FRET fluorescence;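 active = every replicate showing at least 50% inhibition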
CFTR F508del cor – F508del CFTR correction, initial screen, CFBE line, single point; CFBE cells, YFP halide quenching; stimulated with forskolin plus potentiator P3; % fluorescence drop versus neutral controls; hit rate 0.36% among 350,000; activity (quench increase), % at 7.58 µM; AID 720511, 2013;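 active = mean added fluorescence quench of at least 8% versus neutral control, with both replicates also reaching 8%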;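 also: cells transiently co-express mutant CFTR-F508del with the halide-sensitive YFP; corrector assay measuring rescue of mutant channel to the surface after 24 h compound exposure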
GSIS activator – GLuc luminescence reporter in INS-1E cells, primary screen for activators of glucose-dependent secretion of insulin. INS-1E GLuc reporter insulin secretion, 2-3 h. activation, % at 16.6 µM. hit rate 0.61% among 370,000. AID 743287, 2014;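 active = lowest replicate activation of at least 40%, so every replicate reaches that level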;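 also: 0% = median of neutral control wells and 100% = median of IBMX positive control wells; some compounds called inactive have numbers as strong as hits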
Starred values were filed as active, the others as inactive; . = not tested or not shown.

SMILES	esBAF inh	XiGFP reactiv	ERAP1 inh	ARNT-TACC3 inh	RAD54 branch	RAD52 inh	CFTR F508del cor	GSIS activator
Cc1cc(C2=NNC(=NCc3ccccc3)SC2)c(C)n1-c1c(C)n(C)n(-c2ccccc2)c1=O	.	0.0	-2	-2	.	-15	0.5	4
Cc1ccc(NC(=O)C2CCCN(S(=O)(=O)c3ccc4c(c3)oc(=O)n4C)C2)nc1 (configuration not stated)	4	0.0	0	-7	-8	-2	-0.3	.
CCOC(=O)Cn1cc(Cl)cc(C(=O)Nc2ccccc2)c1=O	1	0.1	0	0	-4	-10	-2.9	27
N#Cc1ccccc1S(=O)(=O)N1CCN(C(=O)c2cn(-c3ccccc3)nc2-c2cccnc2)CC1	31	0.3	-1	-3	-2	-38	-0.6	4
CCCOc1ccc(C2C(C(=O)c3cc4ccccc4o3)=C(O)C(=O)N2c2cc(C)on2)cc1OC (configuration not stated)	-2	0.0	2	-1	1	-1	-1.4	-7
CCOC(=O)C1=C(C)NC(C)=C(C(=O)OCC)C1C(=O)OCC(=O)NCCc1ccccc1	-3	0.0	3	.	.	-11	-1.3	-21
O=C(Cn1cnc2c(NCc3ccccc3)ncnc21)NCCN1CCOCC1	-2	-0.2	-1	1	3	-3	0.1	24
CC1(C(=O)Nc2cccc3c2CCCC3)CCN1C(=O)C1(c2ccc(Cl)cc2)CC1 (configuration not stated)	-7	-0.2	0	.	-14	-18	0.5	.
CCC(C)C1NC(=S)N(C2CCCCC2)C1=O (configuration not stated)	-13	.	.	-9	13	.	.	13
CCOC(=O)[C@]12CCC=C1N(Cc1ccccc1)C(=O)[C@H](CC(=O)NCc1ccc(C)o1)C2	.	0.0	.	.	.	-28	0.8	-19
COc1cccc(-c2cccc(-c3nc(C(=O)N(C)C)cc4c3[C@@H](CCO)N([S@](=O)C(C)(C)C)C4)c2)c1	4	0.0	-1	-3	2	-13	0.3	-42
COc1cccc(-c2cccc(-c3nc(C(=O)NCc4ccc5c(c4)OCO5)cc4c3[C@H](CCO)N(S(=O)C(C)(C)C)C4)c2)c1 (some centres not stated)	-5	0.0	3	.	-2	-48	-3.7	-1
CCOc1ccc(N(CC(=O)Nc2ccccc2C(=O)N2CCCC2)S(C)(=O)=O)cc1	-4	0.2	-1	-7	-5	-4	1.1	20
Cc1ccc(NC(=O)CCCN2C(=S)NC(C)(C)CC2C)cc1 (configuration not stated)	-1	0.2	3	3	.	-14	-0.6	7
O=C(CSc1nnc(SCc2ccc(Cl)cc2)s1)N/N=C/c1c(Cl)cccc1Cl	.	-0.1	.	-6	6	.	.	-25
Fc1ccc(Nc2cncc(-c3ccsc3)c2)cc1Cl	6	0.5	3	.	-10	-12	-7.7	-24
CCN(CC(=O)Nc1c(F)cccc1F)C(=O)CCNC(=O)c1ccccc1OC	-5	0.0	-6	-4	-3	2	2.4	10
O=C(Cc1cccs1)N1CCN(S(=O)(=O)c2ccc(F)cc2)CC1	.	0.2	7	8	.	-26	-4.0	10
C[C@H]1CN([C@@H](C)CO)C(=O)CCCn2cc(nn2)CO[C@H]1CN(C)Cc1ccc(-c2ccccc2)cc1	0	0.3	-1	-5	15	3	0.2	5
C[C@H]1CN([C@@H](C)CO)C(=O)Cc2cc(NC(=O)Nc3ccc4c(c3)OCO4)ccc2O[C@H]1CN(C)S(=O)(=O)c1ccc(F)cc1	1	-1.3	2	.	.	9	-0.1	-2
O=C(OCc1nnc(-c2ccc([N+](=O)[O-])cc2)o1)C1CCN(C(=O)c2ccc(Cl)cc2)CC1	2	-0.1	-4	-2	-2	4	0.9	5
O=C(CSc1nc(=O)n2ccccc2n1)N1CCN(c2ccccc2)CC1	-2	0.0	-1	.	-2	-9	5.2	14
CCN(CC)C(=O)Cn1cc(SCC(=O)Nc2cc(C)on2)c2ccccc21	.	0.1	1	-2	.	-3	3.9	10
COc1ccccc1N1CCN(C(=O)CSc2ncnc3scc(-c4ccccc4)c23)CC1	.	0.2	.	-2	5	.	.	19
O=C1N(CCCl)c2ccc(Br)cc2C12OCCO2	-1	0.0	-1	-27	4	-1	-8.9	36
COCCn1c(C)cc(/C=C(\C#N)C(=O)OC(C)C(=O)Nc2ccc(NC(C)=O)cc2)c1C (configuration not stated)	2	0.0	-6	0	-7	-22	-0.7	-16
O=C(c1ccc(F)cc1)N1CC[C@@H]2[C@@H](CO)Nc3ccc(C#Cc4ccccc4F)cc3[C@@H]21	-4	0.3	.	15	-5	.	3.2	5
C[C@@H](NC(=O)[C@H]1[C@H](CO)[C@H]2Cn3c(cccc3=O)[C@H]2N1CCC(F)(F)F)c1ccccc1	1	0.2	-4	2	4	-9	-1.4	7
CC(=O)NC(c1cccc([N+](=O)[O-])c1)c1ccc2cccnc2c1O (configuration not stated)	-39	0.8	0	21	-8	-19	-4.3	-22
CCCCc1nc2cc(C(=O)NC(C)c3cnn(C)c3)ccc2o1 (configuration not stated)	61*	0.1	9	24	-2	-14	0.8	.
Cc1ccc(S(=O)(=O)Nc2cccc3c2O[C@H](CN(C)S(=O)(=O)c2ccc(Cl)cc2)[C@@H](C)CN([C@@H](C)CO)C3=O)cc1	.	-0.1	0	.	.	-4	-1.3	13
NC(=O)COC(=O)[C@H](Cc1ccccc1)NS(=O)(=O)c1ccc2c(c1)OCCO2	0	0.0	-1	-4	4	-1	-1.6	-11
Cc1cc(CSc2ccccc2C(=O)O)on1	0	0.1	2	-10	-7	-7	0.3	6
O=C(Nc1cccc2ncccc12)c1ccccc1[N+](=O)[O-]	-9	0.0	-3	14	0	0	-2.2	8
CCS(=O)(=O)CCSc1nc(C)cc(C)c1C#N	-6	.	3	-42	0	-3	1.3	9
CO[C@H]1CN(C)C(=O)c2cc(NC(=O)C3CC3)ccc2OC[C@H](C)N(Cc2cccnc2)C[C@H]1C	2	0.1	-1	-12	-3	13	0.7	6
CCNC(=O)Oc1ccc(-c2csnn2)cc1	.	0.0	3	-4	.	-15	0.7	5
COc1ccc(-c2cn(Cc3ccc(C)cc3)nn2)cc1	79*	0.0	-3	10	-4	-3	1.9	-1
COc1ccccc1CCC(=O)N1CCN(S(=O)(=O)c2cccc(F)c2)CC1	.	0.0	0	-1	-4	11	1.0	2
CCOC(=O)C1CCCN(S(=O)(=O)CCNC(=O)c2cccc(OC)c2)C1 (configuration not stated)	-6	0.1	2	-4	-8	3	-3.7	12
C[C@H](NC(=O)Cc1cccc2ccccc12)C(=O)N1CCCN(C)CC1	5	-0.2	5	2	-14	-6	-1.5	24
CC(C)SCCCOc1ccc(C(C)(C)C)cc1	4	.	.	3	3	.	.	-18
CCc1ccc(S(=O)(=O)NCc2ccc(C(=O)NCCN(Cc3ccccc3)C(C)C)cc2)cc1	1	-0.1	1	.	-2	3	1.5	.
CCc1csc(N2[C@H](C#N)[C@H](c3ccc(-c4cccc(F)c4)cc3)[C@@H]2CO)n1	5	-0.1	0	16	-10	-55	1.1	0
C=CCN(CC=C)CCOc1ccccc1	.	0.0	0	-5	.	1	.	9

Random excerpt: 5 compounds from above
SMILES	esBAF inh	XiGFP reactiv	ERAP1 inh	ARNT-TACC3 inh	RAD54 branch	RAD52 inh	CFTR F508del cor	GSIS activator
CO[C@H]1CN(C)C(=O)c2cc(NC(=O)C3CC3)ccc2OC[C@H](C)N(Cc2cccnc2)C[C@H]1C	2	0.1	-1	-12	-3	13	0.7	6
COc1ccc(-c2cn(Cc3ccc(C)cc3)nn2)cc1	79*	0.0	-3	10	-4	-3	1.9	-1
CCS(=O)(=O)CCSc1nc(C)cc(C)c1C#N	-6	.	3	-42	0	-3	1.3	9
NC(=O)COC(=O)[C@H](Cc1ccccc1)NS(=O)(=O)c1ccc2c(c1)OCCO2	0	0.0	-1	-4	4	-1	-1.6	-11
Cc1ccc(S(=O)(=O)Nc2cccc3c2O[C@H](CN(C)S(=O)(=O)c2ccc(Cl)cc2)[C@@H](C)CN([C@@H](C)CO)C3=O)cc1	.	-0.1	0	.	.	-4	-1.3	13

The listing continues:
SMILES	esBAF inh	XiGFP reactiv	ERAP1 inh	ARNT-TACC3 inh	RAD54 branch	RAD52 inh	CFTR F508del cor	GSIS activator
O=C(COC(=O)c1ccc(S(=O)(=O)N2CCCC2)cc1)NCc1ccccc1	-3	.	1	-12	-15	8	.	10
O=C(C[C@H]1C[C@@H]2c3cc(NS(=O)(=O)c4ccccc4)ccc3O[C@@H]2[C@@H](CO)O1)NC1CCCC1	14	0.0	0	-6	3	-8	2.3	-8
CC1=C(C(=O)OC(C)C)C(c2c[nH]c3ccccc23)n2ncnc2N1 (configuration not stated)	0	0.1	7	0	2	-11	1.7	.
COC(=O)C1=CN(Cc2ccccc2)C=C(C(=O)OC)C1c1cc(F)ccc1F	-2	0.3	-10	-16	-23	-6	-1.2	-32
O=S(=O)(Nc1cc(Sc2cccc3cccnc23)c(O)c2ccccc12)c1ccc(F)cc1	.	0.0	-2	.	.	8	.	-51
O=C(NCCCCc1ccccc1)C12CN(Cc3ccccc3)CC1C(c1cccc([N+](=O)[O-])c1)=NO2 (configuration not stated)	-3	0.0	.	-1	6	-6	3.9	-9
COc1ccc2c3c([nH]c2c1)[C@H](CO)N(C(=O)C1CCC1)CC31CN(Cc2cccc(F)c2)C1	.	0.2	-2	.	.	20	1.8	-18
Cn1cccc1C(=O)NCC(c1ccc(F)cc1)N1CCOCC1 (configuration not stated)	8	0.0	-1	-12	1	-12	-0.7	3
CCOC(=O)c1cc(C#N)c(SCC(=O)c2cc(C#N)c(SC)nc2C)nc1C	2	.	-1	-12	2	-60	1.0	-7
O=C(COc1ccc([N+](=O)[O-])cc1)N(Cc1cccs1)C1CCS(=O)(=O)C1 (configuration not stated)	-3	0.0	-1	-6	5	-11	0.0	8
COc1ccc(S(=O)(=O)N2CCCC(C(=O)N3CCN(C)CC3)C2)cc1Cl (configuration not stated)	-7	0.0	-3	2	10	2	1.1	8
O=C(Cc1ccccc1)N/N=C/c1cc(Br)cc(Cl)c1O	.	0.0	-2	-18	.	-15	-4.0	-9
CCOC(=O)c1ccc(N(C(=O)c2ccco2)C(C(=O)NC2CCCC2)c2ccncc2)cc1 (configuration not stated)	15	0.0	0	0	9	-10	-2.8	-14
Cc1cccn2c(=O)nc(SCC(=O)Nc3cccc4ccccc34)nc12	.	0.2	0	-3	.	-5	1.7	14
COc1ccc2c(Cl)c(C(=O)NN3CCN(C)CC3)sc2c1	8	0.1	2	4	3	-1	-3.0	7
Cc1noc(C)c1NC(=O)N(C)C[C@@H]1Oc2c(NC(=O)CCCCCC(=O)Nc3ccccc3N)cccc2C(=O)N([C@@H](C)CO)C[C@@H]1C	.	-1.2	.	.	.	0	1.3	4
CCCCC/C=C/C1=CC(=O)C[C@H](c2ccc3c(c2)OCO3)C1	0	-0.2	.	7	-2	1	0.4	-1
COc1ccc(N2CCN(C(=O)c3oc4ccccc4c3NC(=O)Cc3cccc(OC)c3)CC2)cc1	-3	0.0	2	10	-2	-3	-0.2	-39
Nc1nnnn1/N=C/c1cc(Cl)ccc1O	4	0.0	1	21	-2	-14	-2.6	10
COc1ccc(/C=C(\C#N)C(=O)OCC(=O)Nc2ccc(-c3nc4ccc(C)cc4s3)cc2)cc1	-67	0.2	-1	-1	1	-41	-1.0	-12
CN(CC(=O)Nc1ccc(F)cc1)C(=O)c1cccc(NS(=O)(=O)c2ccccc2)c1	-7	0.0	-1	-5	1	-8	-1.6	.

Source: PubChem BioAssay
